Screening results from PubChem.
SRC3 inh – inhibitors of human steroid receptor coactivator 3 (SRC3); HEK293 GAL4-SRC3 luciferase reporter, luminescence; 360,000 compounds, 0.17% hits; inhibition, % at 3.6 µM; Q9Y6Q9;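 active means inhibition above a per-campaign cutoff, the mean of all compounds plus 3 SD, cut at about 60% in these data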;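 further: 0% = DMSO-treated cells and 100% = gossypol-treated cells at 36 µM; higher means less SRC3-driven luciferase light from the GAL4 reporter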
TROY signal inh – inhibitors of TROY-dependent NF-kB signaling | Q293 LMP1-TROYcd NF-kB luciferase reporter, 4 h | inhibition, % at 10 µM | 360,000 compounds, 0.98% hits | AID 1347056;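 active means compounds whose plate-normalised and pattern-corrected inhibition of the luciferase reporter signal at the single screening dose is 50% or more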
TRAIL sens C8 – sensitizes caspase-8 expressing cells to TRAIL; NB7+C8 cells + TRAIL, ATPlite viability luminescence; inhibition (viability loss, TRAIL sensitization), % at 10 µM; 360,000 compounds, 1% hits; AID 624354;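 active means compounds causing at least 50% loss of cell viability in the single-dose screen, relative to plate controls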
TLR9-MyD88 block – blocks human TLR9 binding to MyD88; CHO BLA complementation TLR9-MyD88, CCF4 FRET ratio; inhibition, % at 4.98 µM; 340,000 compounds, 0.21% hits; AID 504734;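 active means inhibition above the mean over all tested compounds plus 3 SD, cut at about 21% in these data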;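 further: 0% = DMSO only wells and 100% = clavulanate BLA inhibitor control wells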
SRC1 inh – human NCOA1 inhibition; Q15788; HEK293 GAL4-SRC1 luciferase reporter, luminescence; inhibition, % at 3.6 µM; 360,000 compounds, 0.12% hits; AID 588354;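 active means inhibition above the campaign mean plus 3 SD, with each screening campaign given its own cutoff, cut at about 60% in these data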;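 further: 0% = DMSO treated cells and 100% = gossypol at 36 µM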
LRH-1 inv ag – NR5A2 inverse agonism in reporter assay | HEK293T StAR-luciferase reporter, LRH-1 transfected, 24 h | O00482 | 360,000 compounds, 0.13% hits | inhibition, % at 3.6 µM;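 active means inhibition above the mean inhibition of all tested compounds plus 3 SD, cut at about 73% in these data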;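 further: 0% = DMSO wells and 100% = reporter-only cells lacking LRH-1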
Target sequence (O00482 whole entry, looked up): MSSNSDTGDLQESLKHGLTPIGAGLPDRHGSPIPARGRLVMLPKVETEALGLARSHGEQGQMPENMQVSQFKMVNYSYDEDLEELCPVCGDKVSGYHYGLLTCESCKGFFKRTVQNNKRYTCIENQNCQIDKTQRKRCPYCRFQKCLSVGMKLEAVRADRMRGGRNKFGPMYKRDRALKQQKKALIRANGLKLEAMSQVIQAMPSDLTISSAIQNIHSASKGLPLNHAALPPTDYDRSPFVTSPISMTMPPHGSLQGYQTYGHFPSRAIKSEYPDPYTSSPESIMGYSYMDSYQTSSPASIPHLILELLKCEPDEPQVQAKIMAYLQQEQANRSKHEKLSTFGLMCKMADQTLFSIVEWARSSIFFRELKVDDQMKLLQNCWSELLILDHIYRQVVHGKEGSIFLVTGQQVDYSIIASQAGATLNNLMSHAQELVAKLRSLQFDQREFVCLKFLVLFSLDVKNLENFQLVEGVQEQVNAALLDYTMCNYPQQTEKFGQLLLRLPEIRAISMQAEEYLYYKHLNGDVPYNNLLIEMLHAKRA
NOD2-RIPK2 inh – blocks binding of human NOD2 to RIPK2; inhibition, % at 4.98 µM; O43353; AID 624267; 360,000 compounds, 0.38% hits; CHO BLA complementation NOD2-RIPK2, CCF4 ratio; in the data active means inhibition above about 21%;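 further: 0% = vehicle only and 100% = reference blocker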
Target sequence (O43353 whole entry, looked up): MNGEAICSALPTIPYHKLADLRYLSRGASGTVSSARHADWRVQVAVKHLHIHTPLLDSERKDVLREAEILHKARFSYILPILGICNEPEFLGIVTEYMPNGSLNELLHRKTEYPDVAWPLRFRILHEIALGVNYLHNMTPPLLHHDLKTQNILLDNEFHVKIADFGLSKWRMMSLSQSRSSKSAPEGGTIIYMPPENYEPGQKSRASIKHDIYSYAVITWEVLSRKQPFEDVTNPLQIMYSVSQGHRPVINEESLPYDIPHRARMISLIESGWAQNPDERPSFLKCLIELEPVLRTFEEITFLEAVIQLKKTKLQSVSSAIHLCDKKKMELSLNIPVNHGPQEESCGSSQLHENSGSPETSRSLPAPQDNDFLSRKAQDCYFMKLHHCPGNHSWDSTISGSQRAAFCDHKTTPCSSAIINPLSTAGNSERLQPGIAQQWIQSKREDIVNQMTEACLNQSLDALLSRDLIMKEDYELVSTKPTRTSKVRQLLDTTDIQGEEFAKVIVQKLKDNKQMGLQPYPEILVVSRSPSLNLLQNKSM
TWEAK Fn14 block – TWEAK-Fn14 signaling inhibition | 360,000 compounds, 2% hits | inhibition, % at 10 µM | TWEAK-stimulated Fn14 reporter cells, luciferase luminescence, 8 h; in the data active means inhibition above about 50%
NR2F2 inh – blocks human COUP-TFII nuclear receptor | P24468 | HEK293T NGFI-A luciferase reporter, luminescence | 370,000 compounds, 0.7% hits | AID 686940 | inhibition, % at 8.6 µM;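 active means inhibition above a per-plate cutoff, mean inhibition of test wells between control levels plus 3 SD, cut at about 38% in these data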;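 further: cells cotransfected with COUP-TFII expression vector driving the NGFI-A reporter; 0% = median of COUP-TF2 test wells and 100% = reporter-only cells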
NCOA2 inhibitor – inhibits human steroid receptor coactivator 2 | inhibition, % at 9 µM | 370,000 compounds, 0.17% hits | HEK293 GAL4-SRC2 luciferase reporter, luminescence;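 active means inhibition above the mean inhibition of all tested compounds plus 3 SD, set per campaign, cut at about 52% in these data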;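 further: 0% = DMSO treated cells and 100% = cells given Gossypol at 36 µM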
LMP1 NFkB inh – Epstein-Barr LMP1 NF-kappaB reporter inhibition; inhibition, % at 12.5 µM; 350,000 compounds, 0.69% hits; LMP1-induced NF-kappaB luciferase reporter cells, luminescence; in the data active means inhibition above about 41%;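 further: 0% = neutral control wells and 100% = reference inhibitor control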
* hit, by the source's call; . = not tested or not shown; & = joins results of further samples.

Compound | SRC3 inh | TROY signal inh | TRAIL sens C8 | TLR9-MyD88 block | SRC1 inh | LRH-1 inv ag | NOD2-RIPK2 inh | TWEAK Fn14 block | NR2F2 inh | NCOA2 inhibitor | LMP1 NFkB inh
Fc1ccc(-n2c(-c3ccco3)nc3nc4ccccc4nc32)cc1 | 13 | 15 | -1 | 6 | -6 | 5 | 5 | 4 | 9 | 10 | 0
COc1ccccc1CNS(=O)(=O)CCNC1CC1 | -5 | -2 | -4 | -1 | -4 | 1 | -8 | -9 | -6 | 16 | -6
CC1CCCC(C)N1C(=O)Cn1c(SCC(=O)Nc2ccc3c(c2)OCO3)nc2ccccc21 (centres undefined) | 11 | -11 | -11 | -7 | 15 | 14 | -9 | -12 | 16 | 7 | 11
Cc1ccc(NC2=NC(C(=O)Nc3ccc(C)c(C)c3)CC(=O)N2)cc1 (centres undefined) | 21 | 1 | 5 | -9 | 8 | -3 | 1 | -20 | 2 | -4 | 2
Cc1nnc(SCC2=C(C(=O)O)N3C(=O)C(NC(=O)C(C)n4nc(C(F)(F)F)cc4C)C3SC2)s1 (centres undefined) | -11 | -3 | -3 | 1 | 1 | 0 | 2 | 17 | 9 | -15 | 3
COc1cccc(C2=CC(=O)CC(C)(C)C2)c1OC | -28 | -10 | 3 | 1 | -3 | -14 | -5 | 0 | 13 | 0 | -8
N#Cc1cccc(Nc2c3c(nc4ccccc24)CCC3)c1 | -17 | 22 | 5 | -3 | 3 | -2 | -14 | -12 | -17 | -2 | 2
CCc1ccc(C(=O)CN2CCSC2=N)cc1 | -99 | -38 | 49 | -2 | -113 | -179 | -11 | 11 | -35 | -19 | -29
CCOc1ccc(CCNC(=O)COC(=O)COc2ccccc2C)cc1OCC | -3 | -14 | 7 | -1 | -17 | -47 | 5 | -1 | -6 | -2 | 4
COc1ccccc1CNC(=O)CN(C)CC(=O)Nc1ccccc1Br | 0 | -5 | -13 | -4 | 2 | -8 | 7 | -9 | -19 | 0 | -1
COc1ccc(NC(=O)CN(c2ccccc2)S(=O)(=O)N(C)C)cc1OC | 9 | -18 | -6 | 1 | -17 | -14 | -8 | -1 | -18 | -15 | -1
CSC(=NC1CCCCC1)NS(=O)(=O)c1ccccc1 | -7&12 | -8&5 | -19&-6 | 3&-4 | -29&-10 | -23&-1 | 2&5 | 4&9 | 11&11 | -3&-16 | 1&4
O=C(NC(=S)Nc1ccc(S(=O)(=O)N2CCCCC2)cc1)c1ccc(Cl)cc1 | 7 | 16 | 5 | 1 | -7 | 7 | 8 | 2 | 16 | -9 | 4
CC(C)CC(=O)Nc1nnc(S(=O)(=O)Nc2ccccc2)s1 | 5 | 6 | 13 | -2 | 9 | -4 | 0 | -5 | -5 | -24 | 5
N#Cc1c(NC(=O)COC(=O)c2ccc(S(=O)(=O)N3CCCC3)cc2)sc2c1CCCCC2 | 5 | -3 | -2 | -3 | 3 | 16 | -9 | 8 | -6 | -35 | -8
CCc1nc2ccc(C(=O)NCc3ccco3)cc2nc1CC | -8 | -5 | -11 | -3 | 2 | -3 | 3 | 3 | 7 | -3 | 3
COc1ccc(Cn2cc(F)c(=O)n(CCC(C)C)c2=O)cc1[N+](=O)[O-] | 17 | -2 | 2 | -1 | 5 | 15 | -9 | -20 | -10 | 13 | 1
COc1cc2c(cc1OC)C(C)N(S(=O)(=O)c1cccs1)CC2 (centres undefined) | 10 | -19 | 0 | 4 | -9 | -2 | -23 | 5 | -4 | 2 | 2
Cc1ccc(SCCNC(=O)/C=C/c2ccccc2Cl)cc1 | -18 | 7 | -7 | 2 | -8 | -13 | 3 | -6 | -4 | 12 | -3
CC1Sc2ccc(S(=O)(=O)CCC(=O)N3CCN(c4ccccc4F)CC3)cc2NC1=O (centres undefined) | -2 | 14 | 3 | 3 | 13 | 17 | -8 | 7 | -4 | 8 | 6
Cc1cccc(-n2nnc(C(=O)NCc3ccc4c(c3)OCO4)c2N)c1 | -2 | -18 | 4 | -4 | -9 | 20 | -15 | 8 | -3 | -13 | 17
Cc1c(C)c2cc(Cl)c(OCC(=O)NCCCN3CCCC3=O)cc2oc1=O | 20 | -2 | 1 | -3 | -14 | -6 | 12 | -17 | -9 | -10 | 0
S=C1SCN(CC2CC2)CN1CC1CC1 | 19 | 13 | 4 | -1 | -29 | 19 | -3 | -2 | 6 | 7 | 9
CCOc1cccc2sc(Nc3nc4ccc(NC(C)=O)cc4s3)nc12 | -3 | -22 | 20 | -13 | -17 | 11 | -4 | 35 | -3 | -7 | 21
Nc1nc(N2CCN(Cc3ccccc3)CC2)n[nH]1 | -3 | -12 | 0 | -8 | -1 | 4 | -14 | -4 | 12 | 0 | 1
COn1c(SC(C)C)nc2ccccc2c1=O | -3 | -9 | 17 | 0 | -18 | -7 | -8 | 8 | -6 | 8 | 2
O=C(CNC(=O)c1ccccc1F)N/N=C/c1cccs1 | -37 | -53 | -4 | -11 | -29 | -25 | -4 | -10 | -27 | -23 | -10
CN(C(=O)c1ccc(NC(=O)Cc2cccc([N+](=O)[O-])c2)cc1)C1CC1 | -9 | 5 | -2 | -9 | -11 | -53 | -1 | 0 | -2 | -9 | -1
O=C(CNC(=O)c1ccccc1)NCCc1nc2ccccc2[nH]1 | 1 | 2 | -4 | 7 | 10 | -2 | -5 | 1 | 10 | -11 | 24
O=C(NCC1CCCO1)C(=O)N/N=C/c1ccccc1C(=O)O (centres undefined) | 5 | -3 | -1 | 7 | -5 | -4 | -5 | 6 | 3 | 6 | -36
CCOc1ccccc1N(CC(=O)N1CCOCC1)S(=O)(=O)c1ccc(SC)cc1 | 3 | 14 | 7 | -2 | -3 | 20 | 1 | 12 | 12 | -13 | 2
COC(=O)c1c(C)[nH]c(C(=O)OCC(=O)N2c3ccccc3NC(=O)C2(C)C)c1C | 8 | -6 | -6 | -3 | -6 | 5 | -15 | -2 | 4 | 12 | 3
CCCCC(O)(CCCC)C(=O)NN(C(=O)OC)c1ccccc1 | 21 | 2 | 4 | -10 | 18 | 32 | -10 | 6 | 17 | 9 | 4
CCCCn1c(N)c(N(CC(C)C)C(=O)c2ccc(Cl)c(S(=O)(=O)N3CCCC3)c2)c(=O)[nH]c1=O | 14 | -1 | -16 | 0 | 3 | 9 | 1 | 0 | 2 | 15 | 3
Cc1ccc(-c2nn(C(C)(C)C)c3ncnc(NS(=O)(=O)c4ccc([N+](=O)[O-])cc4)c23)cc1 | 13 | 24 | 5 | -9 | -12 | 2 | 7 | -5 | 3 | 16 | -10
O=C(N/N=C/c1cc(Cl)cc([N+](=O)[O-])c1O)NC12CC3CC(CC(C3)C1)C2 | -6 | 43 | 3 | -6 | 1 | 1 | 1 | 66* | 4 | -6 | 0
O=C(NCc1ccccc1)C(c1ccccc1)n1c(-c2ccncc2)nc2ccccc21 (centres undefined) | . | . | 7 | . | . | 11 | 12 | . | 3 | 1 | .
CCc1cc2c(cc3c(=O)n(CC(=O)NCCCN(CC)CC)nc(CC)n32)s1 | 11 | -17 | 8 | 6 | -8 | 0 | 1 | -17 | 3 | -20 | 0
CCOc1ccc(S(=O)(=O)N2CCN(C(=O)c3ccncc3)CC2)cc1 | 14 | -2 | -2 | -1 | -11 | -3 | -7 | 0 | 10 | -3 | 7
O=C(Nc1ccc([N+](=O)[O-])c(NC(=O)c2cccnc2)c1)c1cccnc1 | 8 | 5 | -14 | 4 | 6 | 1 | 1 | 0 | 13 | -1 | 1
C=CCn1c(=O)c2c(nc3n2CCCN3CCc2ccccc2)n(C)c1=O | -4 | -2 | 9 | 5 | 2 | 8 | -14 | 8 | -5 | 4 | 1
CC(C)C[C@H](NC(=O)[C@@H](Cc1ccccc1)n1c(=O)[nH]c2ccccc2c1=O)C(=O)N[C@@H](Cc1ccccc1)C(=O)O | -3 | -3 | 0 | -31 | -8 | 0 | -3 | -1 | 19 | -11 | -7
CCCc1nc2ccc(C)cn2c1Cc1ccsc1 | 3 | -18 | -3 | . | -45 | -14 | 2 | -5 | -24 | -34 | .
O=C(CSc1ncnc2sc3c(c12)CCCC3)NC1CCS(=O)(=O)C1 (centres undefined) | 10 | 8 | 5 | -4 | -15 | -20 | 2 | 11 | 14 | -12 | 1
O=[N+]([O-])c1ccc(Cc2nnc(-c3ccc(F)cc3)o2)cc1 | -70 | -52 | -3 | -2 | -160 | -91 | -8 | -37 | -30 | -51 | -31
Cc1ccc(-c2ccnc3c(Br)c(C)nn23)cc1 | -2 | -15 | 12 | 3 | -14 | -2 | 1 | 14 | 11 | 6 | 3
Oc1ccc(Br)cc1/C=N/N1CCN(Cc2ccccc2)CC1 | -28 | -17 | -1 | 13 | -22 | 16 | 0 | -21 | 15 | -34 | -12
Cc1cccc(C)c1NC(=O)C1(C)CN(S(C)(=O)=O)CC(=O)N1CCOc1ccccc1 (centres undefined) | . | . | -24 | . | . | -30 | -19 | . | -15 | 4 | .
Cc1nc(N2CCN(c3ccccn3)CC2)c2c(C)c(C(=O)N3CCN(c4ccccc4F)CC3)sc2n1 | -8 | 40 | 2 | -9 | 16 | 15 | 2 | 23 | -6 | 6 | -2
CCc1cn(S(=O)(=O)c2ccccc2OC)nc1N | -3 | -5 | -4 | 3 | -14 | -4 | 0 | -7 | . | . | -12
CN(C(=O)COC(=O)c1cc2ccccc2cc1O)C1CCCCC1 | -1 | -19 | 7 | -3 | -12 | -15 | 2 | -11 | -15 | 12 | -8
OCCNCCOCCOc1ccccc1-c1ccccc1 | -18 | 19 | 3 | -12 | -53 | 6 | 6 | 9 | 17 | 30 | 1
O=C(C[n+]1ccccc1)N/N=C/c1ccccc1C(F)(F)F | 11 | -18 | -9 | 4 | -7 | -4 | -2 | -3 | 18 | -19 | -4

Grouped by structure: the entries above containing an aryl methoxy group (7)
Compound | SRC3 inh | TROY signal inh | TRAIL sens C8 | TLR9-MyD88 block | SRC1 inh | LRH-1 inv ag | NOD2-RIPK2 inh | TWEAK Fn14 block | NR2F2 inh | NCOA2 inhibitor | LMP1 NFkB inh
COc1ccccc1CNS(=O)(=O)CCNC1CC1 | -5 | -2 | -4 | -1 | -4 | 1 | -8 | -9 | -6 | 16 | -6
COc1cccc(C2=CC(=O)CC(C)(C)C2)c1OC | -28 | -10 | 3 | 1 | -3 | -14 | -5 | 0 | 13 | 0 | -8
COc1ccccc1CNC(=O)CN(C)CC(=O)Nc1ccccc1Br | 0 | -5 | -13 | -4 | 2 | -8 | 7 | -9 | -19 | 0 | -1
COc1ccc(NC(=O)CN(c2ccccc2)S(=O)(=O)N(C)C)cc1OC | 9 | -18 | -6 | 1 | -17 | -14 | -8 | -1 | -18 | -15 | -1
COc1ccc(Cn2cc(F)c(=O)n(CCC(C)C)c2=O)cc1[N+](=O)[O-] | 17 | -2 | 2 | -1 | 5 | 15 | -9 | -20 | -10 | 13 | 1
COc1cc2c(cc1OC)C(C)N(S(=O)(=O)c1cccs1)CC2 (centres undefined) | 10 | -19 | 0 | 4 | -9 | -2 | -23 | 5 | -4 | 2 | 2
CCc1cn(S(=O)(=O)c2ccccc2OC)nc1N | -3 | -5 | -4 | 3 | -14 | -4 | 0 | -7 | . | . | -12

Not all compounds are listed; rates above refer to the full screens.
